TNAP inh hi DEA: TNAP (human) inhibition, high acceptor | 200,000 tested, 0.03% active | AID 1135 | purified TNAP, CDP-star luminescence, 1 M DEA | inhibition, % at 20 µM | P05186;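 active = over 50% inhibition of tissue-nonspecific alkaline phosphatase at 20 µM in the single-dose screen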;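 also: plate controls were DMSO wells for no effect and EDTA-quenched wells as full inhibition for full effect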
Target sequence (P05186 whole entry, looked up): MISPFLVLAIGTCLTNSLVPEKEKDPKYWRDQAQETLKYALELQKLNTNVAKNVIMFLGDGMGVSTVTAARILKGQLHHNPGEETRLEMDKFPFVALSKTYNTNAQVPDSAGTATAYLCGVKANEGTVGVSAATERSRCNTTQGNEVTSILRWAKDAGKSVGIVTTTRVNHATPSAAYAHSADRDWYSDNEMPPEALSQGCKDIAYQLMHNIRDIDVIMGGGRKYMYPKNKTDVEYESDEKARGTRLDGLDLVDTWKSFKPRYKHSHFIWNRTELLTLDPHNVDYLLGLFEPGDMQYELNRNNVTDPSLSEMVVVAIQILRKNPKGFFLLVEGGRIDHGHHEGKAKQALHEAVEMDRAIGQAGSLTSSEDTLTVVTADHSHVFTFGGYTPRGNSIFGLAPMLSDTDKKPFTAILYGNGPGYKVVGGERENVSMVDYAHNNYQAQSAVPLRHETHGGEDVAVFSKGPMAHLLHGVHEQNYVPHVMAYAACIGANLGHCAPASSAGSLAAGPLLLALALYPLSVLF
TNAP inh noacc: TNAP (human) inhibition, acceptor-free conditions | purified TNAP, CDP-star luminescence, 30 min | inhibition, % at 20 µM | 200,000 tested, 0.26% active;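 active = tissue-nonspecific alkaline phosphatase inhibition above about 50% at 20 µM in the single-dose screen, limit read from the data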;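 also: 0% = DMSO negative control and 100% = EDTA positive control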
PMI act satM6P: PMI (human) activation, high substrate; coupled PMI enzyme assay, resazurin fluorescence, 20 min; active compounds read high; 1 = untreated enzyme, 0 = substrate-free blank; 190,000 tested, 0.34% active; AID 1216; activation factor at 20 µM;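 active = activation factor of 2 or more at 20 µM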
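Test system: human phosphomannose isomerase with PGI, G6PDH, diaphorase coupling enzymes / Doses: 20 µM compound, 1% DMSO / Times: enzyme reaction with compound 20 min at room temperature / Measured by: Diaphorase-driven resazurin-to-resorufin fluorescence, excitation 544, emission 590 nm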
S1P3 antagonist: antagonists of human S1P3 receptor | inhibition, % at 4.98 µM | 170,000 tested, 0.27% active | Q99500 | CHO S1P3 NFAT-BLA reporter, FRET fluorescence, antagonist mode | AID 485;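 active = inhibition above the plate cutoff, the mean inhibition of test wells on that plate plus 3 SD, cut at about 28% in these data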;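 also: cells challenged with S1P at its EC80 of 0.8 µM; blue over green emission ratio from cleaved BLA substrate after 4 h stimulation; 0% = S1P-stimulated wells and 100% = unstimulated DMSO-only wells; some compounds past the cut are filed as inactive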
Target sequence (Q99500 whole entry, looked up): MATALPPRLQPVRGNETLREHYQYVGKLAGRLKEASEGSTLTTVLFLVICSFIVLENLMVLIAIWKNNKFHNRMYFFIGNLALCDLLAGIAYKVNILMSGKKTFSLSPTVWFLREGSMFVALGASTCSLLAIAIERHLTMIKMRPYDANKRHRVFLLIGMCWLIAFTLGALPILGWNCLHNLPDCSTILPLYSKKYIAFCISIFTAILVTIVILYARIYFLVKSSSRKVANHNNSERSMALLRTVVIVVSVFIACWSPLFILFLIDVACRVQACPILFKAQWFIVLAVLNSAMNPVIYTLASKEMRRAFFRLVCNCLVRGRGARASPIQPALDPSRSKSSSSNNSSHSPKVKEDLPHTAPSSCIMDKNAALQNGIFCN
Hsp70 activator: Hsp70 transcriptional activation, primary screen. AID 1203. HeLa Hsp70 promoter luciferase reporter, luminescence; scaled: vehicle 0, proteasome-inhibitor control 100%. 200,000 tested, 0.04% active. activation, % at 10 µM;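 active = activation above the mean across all tested compounds plus 3 SD, cutoff set per campaign, cut at about 5.5% in these data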;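 also: 100% = MG132 at 30 µM as the positive control and 0% = DMSO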
PMI activator: increases human mannose-6-phosphate isomerase activity. purified human PMI, coupled resazurin fluorescence, 20 min; active compounds read high; 1 = vehicle control, 0 substrate-free wells. activation factor at 20 µM. 190,000 tested, 0.005% active. AID 1214;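 active = activation factor of 2 or more at 20 µM, relative to plate controls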
RAM network inh: blocks the yeast RAM network; 190,000 tested, 1.8% active; AID 868; inhibition, % at 50 µM; S. cerevisiae dse1pr::URA3 reporter, 5-FOA growth OD615, 2 d; analog-sensitive cbk1-as2 kinase mutant strain;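 active = inhibition above a set limit, 3 SD over mean compound inhibition, cut at about 8.4% in these data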;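 also: 0% = DMSO-only wells with no growth and 100% = 10 µM 1-NA-PP1 full growth; inhibition rescues growth on 5-FOA so higher OD means more RAM inhibition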
L major viab: reduces viability of Leishmania major promastigotes | inhibition, % at 10 µM | AID 1063 | resazurin fluorescence viability | 200,000 tested, 9% active; in the data active = inhibition above about 50%;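 also: promastigotes grown with compound for 44 hours at 28 °C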
Efa HMGR inh: E. faecalis class II HMG-CoA reductase inhibition; purified E. faecalis HMGR, NADPH absorbance 340 nm kinetic; inhibition, % at 10 µM; 190,000 tested, 0.41% active; AID 1066;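 active = inhibition above a set limit, the median over all tested compounds plus 3 SD, cut at about 9.5% in these data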;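 also: enzyme runs in reverse so mevalonate oxidation gives rising NADPH absorbance; 0% = complete reaction with DMSO and 100% = background rate lacking mevalonate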
Redox H2O2 prof: compounds producing H2O2 with reducing agent – biochemical, NIH compound library profiling, artefact control for MLSCN library redox annotation, primary screen. DTT-dependent redox cycling H2O2, phenol red/HRP absorbance; 100% = 100 µM peroxide control, 0% = buffer. activation, % at 10 µM. 200,000 tested, 0.03% active;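 active = activation of at least 50% relative to the plate's high and low controls in the primary single-dose screen; inactive = activation below 50%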;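 also: compound incubated with DTT at 0.8 mM final as the reducing agent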
The depositor's hits bear a star; · = no result given.

SMILES	TNAP inh hi DEA	TNAP inh noacc	PMI act satM6P	S1P3 antagonist	Hsp70 activator	PMI activator	RAM network inh	L major viab	Efa HMGR inh	Redox H2O2 prof
C/C=C(\C)C(=O)NCCN1C2=NC[C@H](Cc3ccc(O)cc3)N2C[C@H]1Cc1ccc(O)cc1	-2	2	1	4	-0.1	1	1.7	2	-4	-0.3
CCCC(=O)Nc1cccc(C(=O)Nc2nccs2)c1	1	-3	0.9	·	0.5	0.9	2.8	35	-10	-1.2
CC(C)CCNC(=O)CCn1c(=S)oc2ccccc21	-5	0	1	-7	0.3	1.1	1.3	-1	5	-0.5
Cc1cc(C)c(COc2ccc(/C=N/n3c(C)n[nH]c3=S)cc2)c(C)c1	4	-3	0.9	-3	0.0	0.9	2.4	2	-7	-0.1
CCCCC(=O)Nc1ccc(C(=O)NCCc2ccccc2)cc1	-2	-13	1	13	-0.3	0.9	5.4	1	1	0.2
CCCOc1ccc(/C=N/NC(=S)Nc2ccccc2[N+](=O)[O-])c(O)c1	22	-144	1	15	-0.6	1	4.1	98*	0	1.1
CCC(=O)Nc1ccc(C(=O)CSc2nnc(-c3ccc(O)cc3)n2CC2CCCO2)cc1OC (centres undefined)	-4	-9	1.1	·	-0.4	1	0.9	-2	-10	2.7
CCOC(=O)N1CCC(NC(=O)CS(=O)(=O)Cc2nc(-c3ccccc3C)oc2C)CC1	0	-18	0.8	-26	-0.4	0.8	6.2	-7	-3	-0.2
CC(=O)C(Sc1nn(C)c(=S)s1)C(=O)Nc1ccccc1 (centres undefined)	0	-10	1.9	-15	-0.1	1.1	2.8	-10	-8	-0.8
CCN(CC)S(=O)(=O)c1ccc2[nH]c(=O)cc(C(=O)Nc3ccc(C)cc3)c2c1	-3	-12	1.1	-3	-0.1	1.1	3.6	-4	3	0.0
CC1CCC(NC(=O)C2c3ccccc3C(=O)N2Cc2ccc3c(c2)OCO3)CC1 (centres undefined)	0	-16	0.9	-6	-0.1	1	1.6	15	4	-2.5
COc1cc(/C=C(\C#N)C(=O)N2CCOCC2)ccc1OCc1ccccc1	-1	-8	1	0	0.1	1.1	4.2	-1	1	-1.8
CC1(C)Cc2c(sc(NC(=O)c3ccc4ncsc4c3)c2C(N)=O)C(C)(C)N1	0	-13	0.8	11	-0.1	1	3.7	78*	-2	-0.8
CCCCCNCc1cccn1C	-3	-8	1.1	·	-0.2	1	0.7	-2	-7	0.2
Cc1nc(NCCc2ccccc2F)c(C#N)c(C)c1[N+](=O)[O-]	-2	14	0.9	·	-0.3	0.9	5.6	-2	0	-7.7
Cc1cc(C)n2nc(SC3CCCCN(C(=O)c4ccc(F)cc4)C3=O)nc2n1 (centres undefined)	-6	-8	1	1	-0.5	1	0.7	15	-11	2.4
CCOc1cc(C2C(C(=O)c3ccc(C)cc3)=C(C(=O)OC)Nc3nnnn32)ccc1O (centres undefined)	2	-9	1.1	·	-0.1	1.1	2.3	-3	-4	0.0
CCC(C)NC(=O)Nc1ccccc1C (centres undefined)	-4	-4	1.1	·	-0.1	1	0.3	0	-6	-15
Nc1ccccc1SC1CC(=O)N(Cc2ccccc2)C1=O (centres undefined)	-4	-9	1	-2	-0.1	1	1.0	-4	-3	-1.1
CC(CCc1ccccc1)NC(=O)CN1CCN(c2ccc(O)cc2)CC1 (centres undefined)	-2	-5	0.3	3	0.5	0.6	0.5	64*	-1	-0.9
Cc1ccc(NC(=O)C2=CCN(S(=O)(=O)c3ccc(F)cc3)CC2)c(C)c1	-2	-7	1.1	-2	-0.3	1.1	1.8	-6	-3	0.5
O=C(Cn1cnc2ccccc21)Nc1ccc(SC(F)F)cc1	-5	-15	0.8	4	-0.1	0.9	-0.4	10	-2	-0.5
CCCOc1ccc(N2C(=O)CC(N3CCCC(C(=O)N4CCCC4)C3)C2=O)cc1 (centres undefined)	-2	-8	0.9	-10	0.0	1	-0.2	-6	0	-0.4
O=C(Cn1nc(Cc2cccnc2)c2ccccc2c1=O)NCc1ccc2c(c1)OCO2	-1	21	1.1	-15	-0.3	1.1	1.3	12	-4	-3.0
CC(=O)C1C(=O)c2c(cccc2[N+](=O)[O-])C1=Nc1ccccc1C (centres undefined)	-2	12	1.1	·	-0.2	1	1.9	4	3	0.2

Structures shown so far containing an aryl methoxy group:
SMILES	TNAP inh hi DEA	TNAP inh noacc	PMI act satM6P	S1P3 antagonist	Hsp70 activator	PMI activator	RAM network inh	L major viab	Efa HMGR inh	Redox H2O2 prof
CCC(=O)Nc1ccc(C(=O)CSc2nnc(-c3ccc(O)cc3)n2CC2CCCO2)cc1OC (centres undefined)	-4	-9	1.1	·	-0.4	1	0.9	-2	-10	2.7
COc1cc(/C=C(\C#N)C(=O)N2CCOCC2)ccc1OCc1ccccc1	-1	-8	1	0	0.1	1.1	4.2	-1	1	-1.8

Following part:
SMILES	TNAP inh hi DEA	TNAP inh noacc	PMI act satM6P	S1P3 antagonist	Hsp70 activator	PMI activator	RAM network inh	L major viab	Efa HMGR inh	Redox H2O2 prof
COc1ccc(/C(C)=N/N=C2/NC(=O)CC(C(=O)O)S2)cc1 (centres undefined)	-2	2	0.9	-158	0.0	0.9	1.2	-7	4	0.1
CN(C)c1ccc(-c2nnc(SCC3CCCO3)n2C)cc1 (centres undefined)	-6	-3	0.9	-6	-0.1	0.9	1.2	-6	0	-0.8
COc1cc(C)c(CN2CCCCC2CO)cc1C (centres undefined)	1	-5	0.9	-13	-0.1	0.9	1.2	5	-2	0.7
O=C(OCc1nnc(-c2ccccc2)o1)c1ccc(Cl)cc1	-8	-2	1.1	-7	-0.1	1.1	0.9	-5	-5	-0.2
COc1ccccc1N1CCN(/N=C\c2ccc(C)o2)CC1	-8	8	1.1	·	-0.1	1.1	-0.7	0	0	2.5
COc1ccccc1Cn1c(=O)c2ccccc2n2c(SCc3csc(C)n3)nnc12	-7	-6	1	·	0.1	1	2.8	5	-1	0.8
CCCOc1ccc2cc(-c3ccccn3)c(=O)oc2c1	2	-4	1	2	-0.6	1	3.9	-3	-6	0.2
COc1ccc2c(c1)Sc1ccccc1N2CCN(C)C	-1	-10	0.9	24	-0.2	0.9	0.8	23	-2	0.0
C#CC[N+]1(CC#Cc2ccc(C#CC[N+]3(CC#C)CCOCC3)cc2)CCOCC1	-5	-13	1.1	·	-0.2	1.1	1.5	-2	1	1.3
O=C(c1ccccc1)c1cccn1CC(=O)N1CCN(c2ccc(F)cc2)CC1	-3	-6	0.9	-16	0.3	1	1.0	9	-3	-3.2
Cc1ccc(NC(=O)CSc2nc(C)c(Cc3ccccc3)c(=O)[nH]2)cc1C	3	-1	0.9	2	-0.1	0.9	2.9	-5	-1	-0.6
Cc1cccc2cc(CN(Cc3ccco3)C(c3nnnn3CCc3ccccc3)C(C)C)c(=O)[nH]c12 (centres undefined)	-5	10	1	25	-0.3	1	6.1	87*	5	-1.8
CCOc1ccc(CNC(=O)CCn2c(=O)oc3ccccc32)cc1OC	-3	-11	1	-5	-0.2	1	0.0	-4	2	2.2
O=C(O)C1CC=C(Cl)CC1C(=O)NCc1ccccc1 (centres undefined)	-5	-6	1	-64	-0.2	0.9	1.1	6	-1	2.3
COc1ccc(/C=C2\CC/C(=C\c3ccc(OC)cc3OC)C2=O)c(OC)c1	10	3	0.9	-2	-0.1	0.9	4.3	3	-3	-0.6
Cc1ccc(C)c(C(C)NC(=O)c2ccccc2Br)c1 (centres undefined)	-8	-9	1	-6	-0.3	1.1	3.6	1	-3	0.3
CS(=O)(=O)Nc1ccc(S(=O)(=O)NCCc2ccccc2)cc1	0	-10	0.9	10	-0.4	0.9	0.3	-3	1	-0.9
CCC(C)NC(=O)C1CCCCN1S(=O)(=O)c1ccc(F)cc1 (centres undefined)	0	-7	1	·	-0.3	0.9	1.7	-4	4	0.1
CCOc1ccc2c(c1)c(N=NC(=N)N)c(O)n2C	6	4	1	-15	-0.4	0.9	0.8	-3	-2	-0.3
O=C(c1cnn2c(C(F)F)cc(-c3ccccc3)nc12)N1CCc2ccccc2C1	-3	-4	0.9	-4	-0.3	0.8	2.4	38	-3	0.3
CCCCNC(=O)Nc1cnn(CC)c1C(N)=O	-4	1	0.8	8	-0.6	0.8	0.0	-2	0	0.6
O=c1[nH]nc(SCc2ccccc2)c(=O)[nH]1	0	18	1	-3	-0.5	0.9	1.5	23	0	-0.2
COc1ccc(CC(=O)Nc2cccc(-c3nnc(-c4ccc(C)cc4)o3)c2)cc1OC	-8	-113	1	-11	-0.3	1	1.4	-2	-1	0.6
Cc1ccc(/C=N/n2c(-c3ccncc3)n[nH]c2=S)o1	-2	-3	0.6	0	-0.2	0.7	-1.2	-4	-8	0.0
CC(C)C(=O)Nc1ccccc1N1CCN(S(C)(=O)=O)CC1	1	-7	0.9	4	0.0	0.9	0.6	-2	-2	2.9

The list continues:
SMILES	TNAP inh hi DEA	TNAP inh noacc	PMI act satM6P	S1P3 antagonist	Hsp70 activator	PMI activator	RAM network inh	L major viab	Efa HMGR inh	Redox H2O2 prof
COc1ccc(NC(C#N)c2ccc(OC)cc2)cc1 (centres undefined)	-2	-3	0.9	·	0.0	0.9	0.3	91*	-3	-17
COc1cc(OC)c2c(OC)cccc2n1	-3	-10	1.1	-19	-0.3	1.1	2.5	16	-3	-0.5
CCC(C)(C)NC(=O)CN(C(=O)c1snc(C(N)=O)c1N)c1ccc2c(c1)OCCO2	-7	-6	1.1	-7	0.0	1	3.0	13	-3	-0.2
COC(=O)c1[nH]c2ccccc2c1NC(=O)CN1CCN(Cc2ccc3c(c2)OCO3)CC1	0	-3	0.9	-7	-0.2	0.8	1.6	22	0	0.0
CCn1c(NN)nc2sc3c(c2c1=O)CCC3	0	-6	1.6	·	-0.1	1.4	0.4	3	-1	0.0
CC(C)(C)c1nc2ccccc2c(=O)n1N1C(=O)c2ccccc2C1=O	4	0	0.8	·	-0.2	0.8	1.2	1	-1	-0.1
COC(=O)c1c(NC(=O)CSc2nc3nc(C)cc(C)n3n2)sc(C)c1C	1	-13	0.9	-7	-0.3	0.9	4.4	52*	-6	0.1
O=C(NCCCN1CCCCC1)c1ccc2c(c1)NC(=O)C(N1CCOCC1)S2 (centres undefined)	-5	-9	0.9	·	-0.3	1	-0.5	-1	0	0.8
Oc1ccccc1N=Nc1nc(-c2ccccc2)c(-c2ccccc2)[nH]1	-2	35	0.9	·	-0.6	0.9	8.6*	100*	-3	0.3
O=c1cnnc(Nc2ccc(Cl)c(C(F)(F)F)c2)[nH]1	-3	-2	1	-12	-0.3	1.1	2.4	1	0	-1.3
CN(c1ccccc1)c1ccc(/C=N/NC(=O)CC#N)cc1	-4	-15	0.9	-1	-0.1	1	1.6	-3	2	-0.1
N#CC1=C(N)OC(c2ccccc2)=C(C#N)C1c1ccc2c(c1)OCO2 (centres undefined)	-2	0	0.8	9	-0.2	0.8	3.0	-2	-2	1.5
COc1cc2nc(/C=C/c3cc(OC)c(OC)c(OC)c3)sc2cc1SC	-1	-11	1	-5	-0.2	1.1	1.6	4	0	0.6
COc1ccccc1/C=C/C=N/n1c(-c2ccncc2)n[nH]c1=S	1	-21	0.9	9	-0.1	0.8	1.7	-9	-4	-0.2

Compounds were not picked by outcome. Share with any hit: about 12%.
